Screening data from PubChem.
ALOX15B inhib: qHTS Assay for Inhibitors of 15-hLO-2 (15-human lipoxygenase 2). AID 881, 2007. actives 0.56% (n = 110,000). Potency, µM (series often up to 57.1 µM), for inactives: at the highest dose activity change, negative = inhibition, hits mostly inhibitors. purified 15hLO-2, xylenol orange hydroperoxide absorbance. Polyunsaturated fatty acid lipoxygenase ALOX15B (Homo sapiens), O15296; further: potency means the concentration at half of the fitted maximal effect; nearly all actives have a fitted effect of over 60% in size; many of its hits are not listed in these tables
Target sequence (O15296 whole entry, looked up): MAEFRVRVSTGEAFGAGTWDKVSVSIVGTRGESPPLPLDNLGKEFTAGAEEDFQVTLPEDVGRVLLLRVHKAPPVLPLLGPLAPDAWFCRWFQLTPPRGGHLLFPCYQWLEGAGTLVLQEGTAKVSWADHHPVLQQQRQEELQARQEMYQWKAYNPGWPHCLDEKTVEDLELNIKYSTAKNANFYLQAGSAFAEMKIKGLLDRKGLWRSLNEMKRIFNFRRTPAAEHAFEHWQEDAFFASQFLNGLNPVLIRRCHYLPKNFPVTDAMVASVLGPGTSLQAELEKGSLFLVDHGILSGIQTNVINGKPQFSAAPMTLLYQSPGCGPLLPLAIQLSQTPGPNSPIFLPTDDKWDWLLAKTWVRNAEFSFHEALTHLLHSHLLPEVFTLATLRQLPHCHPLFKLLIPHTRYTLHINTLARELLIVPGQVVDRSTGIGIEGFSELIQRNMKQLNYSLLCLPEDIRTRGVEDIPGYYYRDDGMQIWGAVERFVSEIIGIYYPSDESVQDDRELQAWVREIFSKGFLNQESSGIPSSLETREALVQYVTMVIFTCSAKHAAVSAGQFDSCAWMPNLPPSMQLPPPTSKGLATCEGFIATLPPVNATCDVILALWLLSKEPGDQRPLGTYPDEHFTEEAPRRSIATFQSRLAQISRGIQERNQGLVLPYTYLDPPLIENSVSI
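Enzyme 50 nM, AA 45 uM, 25 mM Hepes pH 7.5 + 0.01% Triton X-100; cpd preinc 15 min RT, rxn 90 min RT; stop/detect with 200 uM XO + 300 uM Fe(II) in 50 mM H2SO4, 30 min; A573/A405.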
PNC assembly inh: High Content Assay for Compounds that inhibit the Assembly of the Perinucleolar Compartment; actives 3.1% (n = 140,000); AID 2417, 2010; PC3M PTB-GFP, PNC prevalence imaging, 16 h; stronger effect = lower value; activity change (PNC), negative = inhibition, % at 10 µM;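 active means readout at or below -70, meaning at least 70% loss of cells showing the perinucleolar compartment, a nuclear body marking cancer cells; inconclusive means readout between -30 and a set limit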;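 further: plate controls were DMSO wells for no effect and camptothecin positive control wells for full effect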
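Read-out is percentage of cells bearing a perinucleolar compartment, from automated 20x imaging of fixed, Hoechst-stained PC3M PTB-GFP cells. Cells were seeded 4 h, then exposed 16 h to compound (23 nl of library stock) in duplicate plates.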
IMPase inh: qHTS Assay for Identifying the Cell-Membrane Permeable IMPase Inhibitors; Inositol monophosphatase 1 (Rattus norvegicus), P97697; CHO-M1 cells, IP1 accumulation, HTRF TR-FRET ratio; inhibition (IP1 accumulation), % at 46.1 µM; 120,000 tested, under 10 active; AID 901, 2007; active means well fitted curve in the direction sought with a large enough effect in the signal ratio, not every such curve was filed as active; inconclusive means small, poorly fitted or top-dose-only effect, or a change in a side signal; inactive means no such curve, though single readings can be large or run the other way; the % refers to the signal ratio;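 further: cells stimulated with carbachol in lithium chloride buffer; plate controls were DMSO basal wells for no effect and reference inhibitor wells for full effect; higher means more IMPase inhibition seen as more IP1 and lower FRET ratio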
Target sequence (P97697 whole entry, looked up): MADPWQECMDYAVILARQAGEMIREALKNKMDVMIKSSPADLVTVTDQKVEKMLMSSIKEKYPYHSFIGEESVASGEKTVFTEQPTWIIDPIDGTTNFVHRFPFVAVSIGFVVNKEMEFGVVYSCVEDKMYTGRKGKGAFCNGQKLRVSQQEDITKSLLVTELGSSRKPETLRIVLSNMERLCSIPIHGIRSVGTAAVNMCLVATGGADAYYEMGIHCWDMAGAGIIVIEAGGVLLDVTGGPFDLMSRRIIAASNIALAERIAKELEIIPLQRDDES
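The IP-One HTRF competitive assay in carbachol-stimulated CHO-M1 cells quantifies cellular IP1. Compounds spanned up to 46 uM final, and activity is expressed as AC50 from concentration-response fits of the ratio and donor data.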
12-hLO inh: qHTS Assay for Inhibitors of 12-hLO (12-human lipoxygenase). actives 0.12% (n = 150,000). Polyunsaturated fatty acid lipoxygenase ALOX12 (Homo sapiens), P18054. AID 1452, 2008. purified 12-hLO, xylenol orange hydroperoxide absorbance. Potency, µM (highest dose often 57.1 µM), for inactives: top-dose activity change, negative = inhibition, actives largely listed as inhibitors; further: potency means the concentration at half of the fitted maximal effect; nearly all actives have a fitted effect of over 55% in size; many of its hits are not listed in these tables
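150 nM 12hLO, 25 mM Hepes pH 7.0 + 0.01% Triton X-100; cpd preinc 15 min RT; 40 uM arachidonic acid, 30 min RT; Fe-XO 30 min; A573/A405 ratio as read-out.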
* hit, by the source's call; ? = inconclusive; . = no result given; & = joins results of further samples; [ ] = remark or other dose. Unless noted, the call rests on the fitted dose curve; in most records, active means well fitted curve in the direction sought with a large enough effect; inconclusive means small, poorly fitted or top-dose-only effect, or another doubt; inactive means no such curve, though single readings can be large; an effect the other way counts as inactive or inconclusive. Unless noted, on the % scale 0 is the no-effect control and ±100 the full control effect. Some of the compounds tested; rates above refer to the full screens.

SMILES,ALOX15B inhib,PNC assembly inh,IMPase inh,12-hLO inh
COC(=O)c1c(-c2ccccc2)csc1NC(=O)c1ccco1,-3.9%,-13.2,-8.5,4.6%
c1coc(CNc2ncnc3c2oc2ccccc23)c1,3.7%,?,4.4,-3.0%
CCOC(=O)c1nnn(-c2nn3nnnc3c3ccccc23)c1C,7.7%,-10.7,1.1,-1.1%
COCCn1c(SCC(=O)Nc2ccc(C)cc2)nc2c(oc3ccccc32)c1=O,.,4.9,-1.3,-0.9%
COC(=O)c1cc(Cl)c(NC(=O)/C=C/c2ccc(Cl)cc2Cl)cc1OC,-29.7%,-11.3,-7.3&-14.8,-1.5%
Cc1ccc(C2C(C(=O)c3sc(C)nc3C)=C(O)C(=O)N2CCN(C)C)o1 (stereo not drawn),-0.4%,43.8,2.8,1.3%
O=C(Cc1ccccc1)Nc1nonc1NC(=O)c1ccccc1,-0.2%,-9.7,-4.3,0.7%
CCCn1c(SCc2ccon2)nc2ccccc2c1=O,-1.8%,5.7,-0.2,-14.4%
Cc1ccnc(N2CCC(C(=O)NNC(=O)COc3cccc4ccccc34)CC2)n1,.,-28.9,.,-1.7%
CC(=O)c1ccc2c3c(cccc13)CC2,5.1%,-1.9,1.6,1.7%
COc1cc2cc3c(N)c(C(=O)NCc4ccco4)sc3nc2cc1OC,-12.8%,-27.3,12.1,-2.6%
COc1ccccc1NC(=S)N1CCC(c2nc3ccccc3o2)CC1,.,6.8,-9.4,-6.6%
CCN(CC)CCOC(=O)c1c(C)oc2ccc(OC)cc12,14.7%,-16.1,12.0,5.5%
COCC(C)NS(=O)(=O)c1ccc(C)cc1 (stereo not drawn),-7.3%,64.6,-1.7,-1.3%
O=C(N/N=C/C=C/c1ccccc1)c1cc2c(ccc3ccccc32)o1,-4.4%,-15.8,4.1,4.6%
CC(=O)Nc1ccc(S(=O)(=O)N2CCCc3ccccc32)cc1,-2.2%,-2.5,1.3,-3.2%
Cc1cc(C)n(C(=O)c2cc3sccc3[nH]2)n1,1.3%,?,1.2,-5.3%
Cc1cc(/C=C2/NC(=O)N(c3ccccc3)C2=O)c(C)n1-c1cccnc1,.,-12.3,.,-2.8%
O=C(O)Cc1csc2ccccc12,-1.4%,19.6,0.0,-0.2%
Cc1ccc(-c2noc(COc3ccccc3C)n2)cc1,2.1%[2.29 µM],39.3,-3.9,0.6%
CCOc1ccccc1NS(=O)(=O)c1cccs1,-1.9%,-11.3,-17.9,-4.4%
COc1ccc(-c2ccc(=O)n(Cc3cc(=O)n4ccccc4n3)n2)cc1,-3.1%,29.8,0.0,0.8%
Cc1c(/C=N/n2cnnc2)c2ccccc2n1CCOc1ccccc1,12.2%,60.5,4.5,-12.0%
COc1ccc(C(=O)NC(=S)NNC(=O)c2cnccn2)cc1OC,.,?,0.2,-0.6%
CC(C)NC(=S)Nc1ccc2nc3n(c(=O)c2c1)CCCCC3,.,-22.4,-0.2,-2.4%
Cc1ccc(NC(=O)C2CC(=O)n3c(nc4ccccc43)N2)cc1 (stereo not drawn),-8.5%,7.6,8.7,0.6%
CCOC(=O)CSc1nc2c(c(=O)n1-c1ccc(OC)cc1)SCC2,-3.0%,?,-4.7,-3.6%
CC(C)OC(=O)/C(=C\c1cccc2ccccc12)NC(=O)c1ccccc1,.,17.1,-3.3,-1.8%
COc1ccc(NS(=O)(=O)c2ccc(NC(=S)NC(=O)c3ccc(F)cc3)cc2)nn1,.,19.0,.,?
C=CCNC(=S)NNC(=O)c1cccn(Cc2ccc(Cl)cc2)c1=O,7.9%,66.9,6.0,-1.0%
CC(C)(C)c1ccc(OCc2ccc(C(=O)N/N=C/c3ccc([N+](=O)[O-])cc3)o2)cc1,-7.0%,?,-6.2,-6.6%
COc1ccc(-n2ncc3c(NCc4ccccn4)ncnc32)cc1,6.6%,32.4,-7.9,-6.2%
CCCc1nnc(NC(=O)c2cc(OC)cc(OC)c2)s1,5.6%,?,-3.0,2.5%
CCOC(=O)C1=C(C)Nc2ccccc2N=C1NC(=O)c1cccc(S(=O)(=O)NCc2ccccc2)c1,-6.4%,?,0.5,-2.8%
COc1ccc(C(=O)N2CCN(c3nc4ccccc4o3)CC2)cc1OC,0.4%,18.9,5.0,-0.5%
COc1ccccc1-c1cc(C(=O)NC(C)C)no1,-8.9%,0.2,-0.1,1.8%
O=C(Nc1ccccc1N1CCOCC1)c1ccccc1[N+](=O)[O-],-0.7%,-21.4,4.3,-2.5%
CCC(=O)Nc1ccccc1C(=O)OCC(=O)c1ccc2ccccc2c1,4.8%,-17.4,4.9,-0.9%
COc1ccc(-c2cn[nH]c2-c2ccc(OCc3ccc([N+](=O)[O-])cc3)cc2O)cc1,.,-11.0,6.5,-20.5%
CCOc1ccc(NC(=O)c2cc3n(n2)C(C(F)(F)F)CC(c2ccco2)N3)cc1 (stereo not drawn),-4.3%,11.8,2.9,-9.1%
Nc1nc(Cl)nc2ccc(Br)cc12,.,10.7,.,-4.0%
O=C(Nc1ccc(N2CCOCC2)c(Cl)c1)c1cccnc1Cl,.,9.0,11.4,8.8%
Cc1cc(C)cc(NC(=O)C(Sc2ncnc3ccccc23)c2ccccc2)c1 (stereo not drawn),.,-20.4,.,1.4%
Cc1noc(/C=C/N(C)C)c1S(=O)(=O)N(C)CC(=O)N1CCc2ccccc21,-2.5%,-19.2,-10.1,-3.6%
COc1cccc2c(=O)cn[nH]c12,.,1.0,.,1.8%
CCOC(=O)c1sc(NC(=O)Nc2cccc(Cl)c2)cc1C,.,-2.5,.,0.6%
CCOC(=O)c1ccc(N2CN=C3SCC(=O)N3C2)cc1,-2.3%,?,?,2.3%
CCS(=O)(=O)Nc1ccc(-c2nnc(SCC(=O)c3ccc(NC(C)=O)c(OC)c3)o2)cc1,-1.2%,25.5,10.0,-1.7%
CCn1c(SCC(=O)NCc2ccccc2)nc2ccccc2c1=O,5.0%,-1.0,-6.9,-5.4%
O=C1CSC(c2cccnc2)N1C1CCCCC1 (stereo not drawn),4.2%,?,-1.7,4.4%

Single records, as listed above:
Cc1cc(/C=C2/NC(=O)N(c3ccccc3)C2=O)c(C)n1-c1cccnc1 as listed: ALOX15B inhib = .; PNC assembly inh = -12.3; IMPase inh = .; 12-hLO inh = -2.8%
COc1ccc(-c2ccc(=O)n(Cc3cc(=O)n4ccccc4n3)n2)cc1 as listed: ALOX15B inhib = -3.1%; PNC assembly inh = 29.8; IMPase inh = 0.0; 12-hLO inh = 0.8%

Continuation:
SMILES,ALOX15B inhib,PNC assembly inh,IMPase inh,12-hLO inh
CCNC(=S)Nc1ccc2cn[nH]c2c1,.,27.4,.,-0.2%
O=C(CSc1nc2cccnc2n1Cc1ccccc1)N1CCCC1,-4.3%,10.5,-3.0,4.5%
c1ccc(Nc2c(-c3ccco3)nc3ccccn23)cc1,.,24.2,.,-3.9%
CCCOC(=O)c1ccc(Nc2nc(C)cc(=O)[nH]2)cc1,-13.3%,-27.1,?,-5.4%
CSC1=NC(C)(C)CC2(C)Nc3ccccc3N12 (stereo not drawn),.,10.5,.,1.6%
O=C(C1=NNCC1c1ccc(Cl)cc1)C1CO1 (stereo not drawn),.,-9.3,.,-2.3%
COc1ccc(-n2c(=O)cnc3cnc(Oc4cccc(Cl)c4)nc32)cc1,-13.3%,.,.,-3.0%
N#Cc1ccc(CN2CCCC3(CCNCC3)C2)cc1,14.9%,.,.,4.6%
Cc1cc(C(=O)O)c(S(C)(=O)=O)s1,7.4%,-17.3,4.2,0.9%
CC(C)(C)c1ccc(OCC(=O)NCc2ccco2)cc1,-3.6%,6.1,-10.3,-4.1%
CCOC(=O)C1=C(CS(=O)(=O)c2ccccc2)NC(=O)NC1c1ccccc1 (stereo not drawn),-0.5%,15.9,-0.7,-2.1%
c1ccc([C@H](CCN2CCCC2)c2ccccn2)cc1,-6.7%[11.4 µM],.,.,0.8%[11.4 µM]
O=C(CN1C(=O)CCSc2ccccc21)Nc1ccc(F)cc1,2.9%,?,2.3,-2.2%
N/C(=N\c1nc2c(c(=O)[nH]1)CCCC2)Nc1ccc(Oc2ccccc2)cc1,.,?,-3.0,-2.5%
CC(C)c1ccc(/C=C/C(=O)NC2CCCCC2)cc1,.,36.4,.,-2.5%
CC(C)(C)OC(=O)N1CCCC1C(=O)NCCc1ccccc1 (stereo not drawn),0.6%,38.1,-0.1,-2.3%
O=C(c1cccs1)c1coc2ccc(O)cc12,-4.5%,31.6,-0.1,0.6%
C/C=C/Cn1c(N(C)Cc2ccccc2)nc2c1c(=O)[nH]c(=O)n2C,.,-14.2,0.1,-3.9%
Cc1ccc(C(C)NC(=O)c2ccco2)cc1 (stereo not drawn),.,99.0,?,-1.4%
COc1ccc2[nH]cc(C(O)CN3CCN(c4ccccc4)CC3)c2c1 (stereo not drawn),17.0%,3.9,8.5,-0.4%
O=C1N2c3ccccc3CCc3cccc(c32)C1(O)C(F)(F)F (stereo not drawn),-4.4%[2.29 µM],-1.4,3.7,-7.4%
O=C(CN1CCN(c2ccccc2F)CC1)c1ccc2cc[nH]c2c1,-5.2%,-19.1,-2.3,-1.5%
O=C(CNC(=S)NC(=O)c1cccs1)c1ccccc1,.,?,.,?
CC(C)CN(CC(C)C)S(=O)(=O)N1CCC(C(=O)NCCN2CCOCC2)CC1,5.9%,22.4,-4.9,5.5%
N#CCc1nc(CSc2nc3ccccc3o2)cs1,-11.5%,?,2.4,-21.5%
Cc1c(Nc2nc(-c3ccc(Cl)cc3)cs2)c(=O)n(-c2ccccc2)n1C,.,-13.8,-13.2,-3.4%
C[N+](C)(C)/N=C\c1ccc(O)c(O)c1,-1.6%[11.4 µM],.,.,2.8%[11.4 µM]
Cc1cccc(CNc2cc(-c3ccccc3CN(C)C)ncn2)c1,8.8%,.,.,1.2%
O=C(c1ccccc1Cl)N1CCN(c2ccccn2)CC1,3.1%,?,-4.8,7.9%
Cn1c(CNc2ccc(Cl)cc2)nnc1SCc1ccccc1,4.0%,14.2,8.9,-10.7%
Cc1ccc(N2C(=O)C(Cl)=C(NCCO)C2=O)c(C)c1,-9.5%,-20.4,-6.1,0.3%
COc1ccc(N2CCN(C(CNS(=O)(=O)c3cc(F)ccc3F)c3cccnc3)CC2)cc1 (stereo not drawn),3.9%,4.3,1.3,-3.6%
Cc1cc(C)n2cc(CSc3nnnn3-c3ccccc3C)nc2n1,-9.2%,4.2,-8.1,-6.4%
Nc1ccc(Cc2nc3cc4ccccc4cc3[nH]2)cc1,52.5%[activator],-9.1,-6.6,0.3%
O=C1CCCN1CCCN1C(=O)N[C@@H](Cc2ccccc2)C1=O,7.6%,-5.0,-14.5,-1.3%
